Screening data: PubChem BioAssay, National Center for Advancing Translational Sciences (NCATS)
AmpC detergent: qHTS Inhibitors of AmpC Beta-Lactamase (assay with detergent); Potency, µM (doses to about 114 µM), inactives show at the top dose activity change, negative = inhibition, hits mostly inhibitors; AmpC hydrolysis of nitrocefin, absorbance 480 nm, 0.01% Triton; 370,000 tested, 0.041% active;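 also: potency is read from the fitted curve at half-maximal effect; 0% = no-compound wells and -100% = no-enzyme wells; nearly all actives have a fitted effect of over 25% in size; some results filed as inactive show a strong effect at the top dose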
Target sequence (P00811 whole entry, looked up): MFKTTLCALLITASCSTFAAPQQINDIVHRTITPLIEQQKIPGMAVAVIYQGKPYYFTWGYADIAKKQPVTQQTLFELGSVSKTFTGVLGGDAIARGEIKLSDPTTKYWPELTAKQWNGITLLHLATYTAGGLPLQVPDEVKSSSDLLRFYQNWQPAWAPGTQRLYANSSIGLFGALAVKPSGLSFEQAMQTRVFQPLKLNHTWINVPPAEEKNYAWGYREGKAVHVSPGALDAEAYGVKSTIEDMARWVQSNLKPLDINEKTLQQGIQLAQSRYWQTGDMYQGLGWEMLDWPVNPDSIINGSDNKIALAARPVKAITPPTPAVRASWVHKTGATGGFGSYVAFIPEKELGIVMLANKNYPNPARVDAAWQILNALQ
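AmpC (5.3 nM in the dispensed reagent) in 20 mM phosphate pH 7.0 with 0.01% (detergent screen) or 0.0001% Triton X-100 was preincubated with compounds for 15 min at room temperature. Nitrocefin was then added from an 800 uM solution, and hydrolysis was followed at 480 nm.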
Giardia FBPA inh: qHTS Assay for Inhibitors of Fructose-1,6-bisphosphate Aldolase from Giardia Lamblia; AID 2451, 2010; purified Giardia FBPA; 290,000 tested, 0.71% active; Potency, µM (series often up to 59.6 µM), for the others: at the highest dose activity, negative = inhibition, most hits filed as inhibitors; A8B2U2; also: potency is read from the fitted curve at half-maximal effect; nearly all actives have a fitted effect of over 55% in size
Target sequence (A8B2U2 whole entry, looked up): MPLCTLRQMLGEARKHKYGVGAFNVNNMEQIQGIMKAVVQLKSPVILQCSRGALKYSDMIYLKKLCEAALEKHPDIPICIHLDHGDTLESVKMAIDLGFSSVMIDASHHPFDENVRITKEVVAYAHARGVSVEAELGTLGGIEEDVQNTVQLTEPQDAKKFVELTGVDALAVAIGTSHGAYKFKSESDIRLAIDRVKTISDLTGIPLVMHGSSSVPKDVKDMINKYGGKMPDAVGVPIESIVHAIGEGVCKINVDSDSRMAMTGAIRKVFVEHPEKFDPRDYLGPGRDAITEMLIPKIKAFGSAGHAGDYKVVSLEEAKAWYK
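40 nM FBPA preincubated 10 min at RT with compound (up to 57.5 uM final), then substrate plus GAPDH/TPI/NAD/arsenate coupling and diaphorase/resazurin added. Fluorescence read after 20 min at RT, 525/598 nm.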
AmpC inh no detg: qHTS Inhibitors of AmpC Beta-Lactamase (assay without detergent); AmpC nitrocefin hydrolysis, absorbance 480 nm, 0.0001% Triton; 330,000 tested, 0.52% active; Potency, µM (top dose mostly 57.1 µM), inactives show at the highest dose activity change, negative = inhibition, hits mostly inhibitors; AID 485341, 2010; P00811;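 also: potency is read from the fitted curve at half-maximal effect; plate controls were no compound for no effect and no enzyme for full effect; nearly all actives have a fitted effect of over 20% in size; some results filed as inactive show a strong effect at the top dose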
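AmpC (5.3 nM in the dispensed reagent) in 20 mM phosphate pH 7.0 with 0.01% (detergent screen) or 0.0001% Triton X-100 was preincubated with compounds for 15 min at room temperature. Nitrocefin was then added from an 800 uM solution, and hydrolysis was followed at 480 nm.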
HCMV antiviral: qHTS Assay for inhibitors of the human cytomegalovirus (HCMV); HFF cells, HCMV-luciferase reporter, 72 h; hits give low values; activity change, negative = inhibition, % at 57.5 µM; 410,000 tested, 4.5% active; in the data active = activity change below about -60%; inconclusive = no clear call, values can overlap the other calls; inactive = above about -39%
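Compounds were evaluated in HFFs infected with an HCMV luciferase reporter virus (MOI 1 PFU/cell). Luciferase in lysates collected 72 h post infection served as the replication measure.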
Sm TGR block: qHTS Assay for the Inhibitors of Schistosoma Mansoni Peroxiredoxins | Schistosoma mansoni thioredoxin glutathione reductase (TGR), Q962Y6 | purified TGR, DTNB reduction, TNB absorbance 405 nm | Potency, µM (titrated, usually from 114 µM), for inactives: at the highest dose activity change, negative = inhibition, actives largely listed as inhibitors | 360,000 tested, 3% active; also: potency is read from the fitted curve at half-maximal effect; nearly all actives have a fitted effect of over 60% in size
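First, TGR (20 nM dispensed) and NADPH were mixed with compound. Second, a 15 min room-temperature incubation followed. Third, further NADPH and then DTNB were added to start the reaction. Finally, TNB absorbance was monitored kinetically.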
AMA1-RON2 inh: qHTS for Inhibitors of AMA1-RON; Towards Development of Antimalarial Drug Lead: Primary Screen | 360,000 tested, 0.2% active | Potency, µM (top dose mostly 58.2 µM), inactives show at the highest dose activity change, negative = inhibition, actives largely listed as inhibitors | AlphaScreen AMA1-biotinylated RON2 peptide binding | Plasmodium falciparum AMA1 (3D7) - RON2 peptide interaction | AID 720542, 2013;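 also: potency is read from the fitted curve at half-maximal effect; 0% = vehicle wells and -100% = peptide control; nearly all actives have a fitted effect of over 45% in size; some results filed as inactive show a strong effect at the top dose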
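AMA1 (3D7) with his tag at 25 nM final met compounds first, then biotinylated RON2 peptide at 25 nM; detection used donor plus acceptor beads, 10 µg/mL apiece, read by AlphaScreen after 30 min at room temperature.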
Active calls of the source: *; ? = inconclusive; / = not tested or not shown; [ ] = dose if it differs, or a comment. Unless noted, calls follow the shape of the dose curve; as a rule, active = well fitted curve in the direction sought with a large enough effect; inconclusive = small, poorly fitted or top-dose-only effect, or another doubt; inactive = no such curve, though single readings can be large; an effect the other way counts as inactive or inconclusive. Unless noted, % is scaled to controls: 0 for no effect and ±100 for the full control effect.

1. Cc1ccc2ncc(C(=O)c3ccc(C)c(C)c3)c(S(=O)(=O)c3ccc(F)cc3)c2c1
2. CS(=O)(=O)c1cccc(C(=O)Nc2ccccc2Cc2ccccc2)c1
3. O=C(COC(=O)c1ccc(Br)o1)Nc1ccc(S(=O)(=O)N2CCCC2)cc1
4. S=C(Nc1ccccc1)Nc1ccc2cn[nH]c2c1
5. COc1cc(C(=O)O/N=C(\N)c2ccncc2)cc(OC)c1OC
6. CCCCN(C)CCNC(=O)c1cc2c(-c3cccc(OC)c3)nn(C)c2s1
7. CC(C)(CN)CC(=O)O
8. CCCCn1c(N)c(N(CCC(C)C)C(=O)C2CC(=O)N(Cc3ccc(C)cc3)C2)c(=O)[nH]c1=O (stereo not drawn)
Compound	1	2	3	4	5	6	7	8
Sm TGR block	-1%	-1%	1%	?	-4%	0%	13%	-8%
AmpC detergent	18%	-5%	?	-7%	3%	-10%	1%	-11%
AmpC inh no detg	/	0%	-40%	-21%	-5%	41%	-1%	65%[activator]
AMA1-RON2 inh	/	13%	5%	28%	12%	-9%	0%	2%
HCMV antiviral	-74*	?	20	?	43	-15	9	-33
Giardia FBPA inh	/	-1%	2%	?	0%	-5%	-15%	/

9. Cc1cccc(NC(=O)c2cc(S(=O)(=O)N3CCN(c4ccccc4F)CC3)ccc2F)c1C
10. O=C(NC(Cc1ccccc1)C(=O)N1CCCC(C(F)(F)F)C1)c1ccccc1 (stereo not drawn)
11. O=C(CN1C(=O)NC2(CCCC2)C1=O)Nc1cccc(C(F)(F)F)c1
12. Cc1cccnc1NC(=O)c1ccco1
13. NC(=O)CC(NC(=O)Cc1cccc2ccccc12)c1ccc(NC2CC3CCC2C3)c([N+](=O)[O-])c1 (stereo not drawn)
14. COc1cccc(CN2CCN(Cc3ccccc3C(F)(F)F)CC2)c1
15. CC(C)OCCCn1c(=O)c2ccccc2n2c(-c3cc(Cl)ccc3O)nnc12
16. FC(F)(F)c1cccc(-c2cc3ccccc3nc2N2CCCC2)c1
Compound	9	10	11	12	13	14	15	16
Sm TGR block	-6%	3%	4%	2%	-18%	6%	9%	23%
AmpC detergent	-3%	0%	-1%	0%	?	-10%	29%	-2%
AmpC inh no detg	/	12%	-6%	-18%	6%	22%	/	-14%
AMA1-RON2 inh	/	9%	-4%	1%	3%	?	/	75%[activator]
HCMV antiviral	-8	-28	21	3	-7	10	-20	6
Giardia FBPA inh	/	/	1%	/	-6%	?	/	-7%

17. COc1cc2nc(=S)n3[nH]c(CCn4c(C)nc5ccccc54)nc3c2cc1OC
18. CN(C)CCCC(=O)c1ccc2c(c1)OCO2
19. COCCn1c(=NC(=O)c2ccccc2[N+](=O)[O-])sc2cc(S(C)(=O)=O)ccc21
20. CCN(CC)C(=O)C1CCCN(Cc2ccc3c(c2)OCO3)C1 (stereo not drawn)
21. Oc1ccc(-c2nc3ncccn3c2Nc2ccc3c(c2)OCCO3)cc1
22. CCOc1ccc(-c2cc(C(=O)NCc3ccccc3)c3c(-c4ccc(CC)cc4)[nH]nc3n2)cc1
23. CC(Cc1ccccc1Sc1ccccc1)N(C)C (stereo not drawn)
24. CN(C)c1ccc(CN2CCCCCC2)cc1
Compound	17	18	19	20	21	22	23	24
Sm TGR block	0%	-30%	-12%	1%	-5%	0%	4%	13%[11.4 µM]
AmpC detergent	3%	-6%	?	-12%	-2%	3%	5%	-1%
AmpC inh no detg	-17%	-41%	-14%	-24%	-22%	/	-20%	-13%
AMA1-RON2 inh	88%[activator]	-2%	-4%	?	?	/	4%	10%
HCMV antiviral	33	?	-9	-13	23	4	-63*	-3
Giardia FBPA inh	-2%	-3%	4%	-15%	5%	/	4%	-16%

25. CCCCN(C(=O)Cn1nnc2ccccc21)C(C(=O)NCc1ccco1)c1ccncc1 (stereo not drawn)
26. Cc1ccc(S(=O)(=O)Nc2nc(C)cc(N/N=C/c3ccc(O)cc3)n2)cc1
27. Cc1cc(C(=O)N2CCCc3ccccc32)no1
28. CCOC(=O)CSc1nc(NCc2ccco2)c2ccccc2n1
29. CC(CCc1ccccc1)NC(=O)CSc1cccc[n+]1[O-] (stereo not drawn)
30. O=S(=O)(c1cnc(Cl)c(Br)c1)N1CCc2ccccc21
31. Cc1cccc(NC(=O)CCCn2nc(C)c3c(C)n(-c4ccccc4)nc3c2=O)c1C
32. COc1cccc(C=Nc2ccc3c(c2)CCC3)c1O
Compound	25	26	27	28	29	30	31	32
Sm TGR block	56µM*	1%	-10%	7%	0%	18µM*	-5%	-1%
AmpC detergent	-1%	1%	?	?	-11%	10%	-7%	?
AmpC inh no detg	15%	-37%	-14%	-4%	-20%	-20%	/	-31%
AMA1-RON2 inh	0%	9%	-7%	-3%	-11%	-6%	/	-16%
HCMV antiviral	-12	-20	-2	-13	14	17	-10	36
Giardia FBPA inh	-27%	4%	-1%	3%	4%	-2%	/	-4%

33. CCOC(=O)N1CCC(NC(=O)CCS(=O)(=O)c2ccc3c(c2)CCN3C(C)=O)CC1
34. COc1ccc(CCCC(=O)NC2CCCCC2C)c(C)c1 (stereo not drawn)
35. COc1ccc(N2CCN(C(=O)COC(=O)CNC(=O)c3cccc(OC(F)F)c3)CC2)cc1
36. O=C(Nc1ccc([N+](=O)[O-])cc1)c1nc[nH]c1C(=O)NC1CCCCC1
37. CC(C)N(Cc1nc(-c2ccc3c(c2)OCO3)no1)Cc1nccn1C
38. CCCCCOc1ccc(/C=C/C(=O)Nc2sc(C(C)=O)c(C)c2C(=O)OCC)cc1OC
39. Cc1ccccc1-n1cc(CNC(=O)C2CCC(=O)N(C3CC3)C2)cn1 (stereo not drawn)
40. CC(C)CCN1CCN(Cc2cccn2-c2cccnc2)CC1CCO (stereo not drawn)
Compound	33	34	35	36	37	38	39	40
Sm TGR block	-13%	2%	-2%	4%	6%	11%	-9%	-6%
AmpC detergent	-6%	0%	-7%	-1%	3%	12%	-18%	7%
AmpC inh no detg	-42%	-19%	11%	-13%	-3%	/	-5%	-5%
AMA1-RON2 inh	-7%	1%	3%	35%[activator]	7%	/	-1%	-1%
HCMV antiviral	13	8	-3	-18	1	12	6	0
Giardia FBPA inh	1%	0%	/	-2%	-3%	/	-4%	1%

41. O=C(NC(Cc1ccccc1)C(=O)N1CCCCCC1)c1ccccc1 (stereo not drawn)
42. Cc1cnc(NC(=O)CC2CCCC2)s1
43. CCCn1c(=O)c2ccccc2n2c(SCC(=O)N3CCc4ccccc4C3)nnc12
44. FC(F)(F)c1cccc(-c2nnc(-c3ccccc3)c(N3CCOCC3)n2)c1
45. O=C(CCCOc1ccc(Cl)cc1Cl)N/N=C/c1ccccc1O
46. COc1ccc([N+](=O)[O-])cc1NCc1ccccc1C
47. CC(C)(Oc1ccc(Cl)cc1)C(=O)NCCCn1ccnc1
48. COc1ccc(-n2ncc3c(=O)n(CC(=O)NC(C)C)cnc32)cc1
Compound	41	42	43	44	45	46	47	48
Sm TGR block	2%	3%	4%	2%	-5%	14%	5%	-22%
AmpC detergent	4%	-6%	-14%	?	-11%	-13%	0%	3%
AmpC inh no detg	-9%	-19%	-9%	43%	-15%	-32%	-1%	-5%
AMA1-RON2 inh	0%	0%	10%	-11%	64%[activator]	22%	-2%	7%
HCMV antiviral	8	7	-3	-33	-104*	-33	-16	26
Giardia FBPA inh	/	-1%	3%	1%	-8%	-27%	0%	11%

49. Cc1cccc(NC(=O)Cn2c(=O)oc3cc(S(=O)(=O)NC4CCCC4)ccc32)c1
50. COc1cccc(NC(=O)CC2S/C(=N\S(=O)(=O)c3ccccc3)N(c3ccccc3)C2=O)c1 (stereo not drawn)
51. Cc1cc(NC(=O)c2ccc(F)cc2)ccc1-c1cc2ccccc2oc1=O
52. COc1ccccc1CNC(=O)CCNS(=O)(=O)c1cccc2nonc12
53. CN(C)CC(C)(C)CNCc1cc(=O)oc2ccc3ccccc3c12
54. CC(C)CCNc1nc2c(S(=O)(=O)c3ccc(Br)cc3)nnn2c2ccsc12
55. OCC1=C[C@@H](O)[C@@H]2C=CO[C@@H](O[C@@H]3O[C@H](CO)[C@@H](O)[C@H](O)[C@H]3O)[C@H]12
56. Cc1cc(C)n(S(=O)(=O)c2ccc(Cl)cc2)n1
Compound	49	50	51	52	53	54	55	56
Sm TGR block	2%	-14%	11%	-12%	5%	21%	/	-5%
AmpC detergent	17%	?	16%	-14%	-8%	8%	/	-3%
AmpC inh no detg	/	-21%	/	2%	1%	/	-3%	-8%
AMA1-RON2 inh	/	2%	/	16%	-4%	/	12%	13%
HCMV antiviral	3	1	-10	-15	?	43	11	-1
Giardia FBPA inh	/	-8%	/	6%	-3%	/	/	2%

Some of the entries above, set out differently.
Values in the order – Sm TGR block | AmpC detergent | AmpC inh no detg | AMA1-RON2 inh | HCMV antiviral | Giardia FBPA inh
(50) COc1cccc(NC(=O)CC2S/C(=N\S(=O)(=O)c3ccccc3)N(c3ccccc3)C2=O)c1 (stereo not drawn)
→ -14% | ? | -21% | 2% | 1 | -8%
(53) CN(C)CC(C)(C)CNCc1cc(=O)oc2ccc3ccccc3c12
→ 5% | -8% | 1% | -4% | ? | -3%
(51) Cc1cc(NC(=O)c2ccc(F)cc2)ccc1-c1cc2ccccc2oc1=O
→ 11% | 16% | / | / | -10 | /
(56) Cc1cc(C)n(S(=O)(=O)c2ccc(Cl)cc2)n1
→ -5% | -3% | -8% | 13% | -1 | 2%

(further entries)
57. O=C(CSc1nc(=O)[nH]c2c1CCCC2)NCc1ccccc1
58. Cc1ccc(-n2c(SCC(=O)OC(C)C)nnc2-c2ccccn2)cc1
59. O=C(NC1CCCC1)c1ccc2c(=O)n(Cc3ccccc3)c(SCc3ccccc3F)nc2c1
60. C=CCn1c(-c2cccs2)nc2ccccc21
61. CSc1nc2ccc(S(=O)(=O)N3CCc4ccccc43)cc2s1
62. COC(=O)c1c(C)[nH]c(C(=O)CSc2nnnn2-c2ccccc2)c1C
63. COc1ccc(C2C(C(=O)OC(C)C)=C(C)N=c3s/c(=C\c4cccs4)c(=O)n32)cc1 (stereo not drawn)
Compound	57	58	59	60	61	62	63
Sm TGR block	15%	10%	-6%	-1%	8%	-21%	-7%
AmpC detergent	3%	-10%	-11%	-5%	-11%	0%	-4%
AmpC inh no detg	/	10%	/	-9%	-33%	-20%	-27%
AMA1-RON2 inh	/	0%	/	1%	-7%	-2%	-4%
HCMV antiviral	2	-8	-28	-26	-82*	-13	-10
Giardia FBPA inh	/	8%	/	-11%	-9%	10%	0%

Hits appear at their usual frequency. About 7.8% of those tested had a hit in this group.
